Gli-Sufu block: Gli-Sufu pathway antagonism. Sufu-KO-LIGHT fibroblasts, Gli luciferase reporter luminescence. inhibition, % at 5 µM. 340,000 compounds, 0.74% hits. AID 588413;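 active means inhibition above about 55%, limit read from the data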;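 further: 0% = DMSO-treated cells and 100% = wells with medium but no cells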
APOBEC3A inh: human APOBEC3A DNA deaminase inhibition; 330,000 compounds, 0.41% hits; recombinant A3A, FAM/TAMRA ssDNA deamination fluorescence; inhibition, % at 20 µM; AID 493011;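 active means at least 40% inhibition at 20 µM here, with at most 30% in a related deaminase screen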;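 further: plate controls were A3A with DMSO for no effect and wells lacking A3A enzyme for full effect; some results filed as inactive read as strong as hits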
Target sequence (P31941 whole entry, looked up): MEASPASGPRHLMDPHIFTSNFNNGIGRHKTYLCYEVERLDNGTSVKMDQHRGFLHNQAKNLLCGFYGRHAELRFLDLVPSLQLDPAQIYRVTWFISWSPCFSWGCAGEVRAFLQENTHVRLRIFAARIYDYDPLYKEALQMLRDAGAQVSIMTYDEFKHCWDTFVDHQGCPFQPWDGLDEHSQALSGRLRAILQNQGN
MPTP inh: permeability transition pore inhibition; isolated mouse mitochondria, Ca2+ swelling absorbance, 30 min; inhibition, % at 10 µM; 360,000 compounds, 1.4% hits; AID 602449;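 active means inhibition of 50% or more, scaled per plate between neutral and stimulator controls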;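 further: 0% = DMSO wells given calcium and 100% = 1 mM EGTA wells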
CCR6 antagonist: blocks CCL20-driven beta-arrestin recruitment at human CCR6; inhibition, % at 20 µM; CHO-K1 CCR6 PathHunter beta-arrestin, luminescence, CCL20-stimulated; AID 493098; P51684; 340,000 compounds, 0.49% hits;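 active means compounds whose inhibition of the agonist-driven luminescence signal at 20 µM reaches about 50%, limit read from the data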;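 further: cells stimulated with CCL20 at 14 nM final; plate controls were DMSO with CCL20 for no effect and DMSO without agonist for full effect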
Target sequence (P51684 whole entry, looked up): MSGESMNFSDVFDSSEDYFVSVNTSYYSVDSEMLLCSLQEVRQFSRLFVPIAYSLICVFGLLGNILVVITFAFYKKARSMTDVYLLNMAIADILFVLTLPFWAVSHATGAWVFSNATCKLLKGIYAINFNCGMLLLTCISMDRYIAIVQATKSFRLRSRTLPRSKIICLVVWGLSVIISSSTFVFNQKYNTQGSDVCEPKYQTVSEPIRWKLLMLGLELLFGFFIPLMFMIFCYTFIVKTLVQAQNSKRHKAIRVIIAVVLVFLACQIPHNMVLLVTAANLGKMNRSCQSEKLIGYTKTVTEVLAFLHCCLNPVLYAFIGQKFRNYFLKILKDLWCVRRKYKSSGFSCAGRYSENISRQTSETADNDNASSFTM
GRIN3A LBD mod: modulates the human NR3A ligand-binding domain. NR3A LBD differential scanning fluorimetry, Tm shift; 0% = protein alone, 100% = glycine-bound protein. Tm shift relative to glycine control, % at 25 µM. 340,000 compounds, 2.5% hits;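 active means melting temperature shift of at least 10% of the positive control shift, at one fixed dose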
CXCR6 block: inhibitors of human CXCR6 receptor; inhibition, % at 20 µM; CHO-K1 PathHunter CXCR6 beta-arrestin, luminescence; 360,000 compounds, 0.36% hits; in the data active means inhibition above about 34%, passing the limit was not always enough;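 further: antagonist mode with CXCL16 agonist at 10 nM final; 0% = 10 nM CXCL16 with DMSO and 100% = unstimulated wells without agonist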
Target sequence (O00574 whole entry, looked up): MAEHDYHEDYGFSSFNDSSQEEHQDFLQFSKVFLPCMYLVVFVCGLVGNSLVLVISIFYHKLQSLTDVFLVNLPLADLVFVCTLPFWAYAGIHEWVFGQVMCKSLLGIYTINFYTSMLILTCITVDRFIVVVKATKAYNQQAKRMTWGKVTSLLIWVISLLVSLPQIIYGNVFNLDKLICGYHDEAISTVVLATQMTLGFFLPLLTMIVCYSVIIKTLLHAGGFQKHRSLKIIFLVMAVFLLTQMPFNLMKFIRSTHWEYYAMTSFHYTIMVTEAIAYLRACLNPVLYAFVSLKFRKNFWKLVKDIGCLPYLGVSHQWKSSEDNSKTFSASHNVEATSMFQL
A3G deaminase: inhibitors of human APOBEC3G DNA deaminase | Q9HC16 | recombinant A3G, ssDNA deamination FAM/TAMRA fluorescence | inhibition, % at 20 µM | 330,000 compounds, 0.28% hits;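 active means inhibition of at least 40% at 20 µM, with no more than 30% in the related APOBEC3A deaminase screen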;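 further: plate controls were DMSO wells with A3G for no effect and wells lacking A3G enzyme for full effect; some compounds called inactive have numbers as strong as hits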
EBI2 antag: antagonists of human EBI2 receptor; P32249; EBI2 beta-arrestin recruitment, luminescence, 7a,25-OHC stimulated; inhibition, % at 5 µM; 360,000 compounds, 0.81% hits; in the data active means inhibition above about 38%;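 further: enzyme fragment complementation signal reports receptor beta-arrestin coupling in cells; 0% = agonist plus DMSO wells and 100% = wells without agonist; some results beyond the cut were filed as inactive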
Starred values were filed as active, the others as inactive; · = not tested or not shown.

nr	SMILES	A3G deaminase	APOBEC3A inh	Gli-Sufu block	GRIN3A LBD mod	MPTP inh	EBI2 antag	CCR6 antagonist	CXCR6 block
1	O=C(COc1ccc2c3c(c(=O)oc2c1)CCC3)N1CCCC1	-10.9	-2.9	-0.2	-1.2	-0.1	9.2	10.9	6.1
2	CC(=O)c1cccc(NC(=O)Cc2ccc3c(c2)CCCC3)c1	2.6	0.6	-4.5	-6.7	9.8	5.0	5.8	1.3
3	N#Cc1ccc2c(c1)NC(=O)C1CCCN21 (centres undefined)	-3.4	-1.0	-0.1	1.5	-3.0	8.0	2.4	-4.2
4	COc1ccc(Cl)cc1NC(=O)C(C)Sc1n[nH]c(N)n1 (centres undefined)	0.9	4.7	1.9	0.5	-0.1	-13.8	25.0	1.9
5	CCOC(=O)c1ccc2c(c1)n(CC)c(/C=C/N(C)c1ccccc1)[n+]2CC	16.8	57.4*	83.3*	1.6	5.9	-5.4	19.2	2.7
6	Cc1nc2ccc(S(=O)(=O)NCC(=O)N3CCOCC3)cc2s1	-4.3	0.1	8.5	-1.6	4.0	0.4	-4.2	-9.5
7	CCCc1nc2ccccc2c2nc(N)nn12	0.1	1.5	2.2	-16.7	0.8	-6.6	-9.4	-2.1
8	CC(C)CC1C(C#N)=C(N)SC(N)=C1C#N	2.1	1.3	6.0	-3.1	62.2*	0.6	5.5	-1.8
9	C=CCn1c(-c2sccc2C)n[nH]c1=S	44.4*	5.1	-1.6	-2.8	0.1	-11.5	-2.4	-16.0
10	O=[N+]([O-])c1ccc(N(CC2CO2)S(=O)(=O)c2ccccc2)cc1 (centres undefined)	-3.9	-1.0	-16.0	-0.7	-1.7	15.1	17.9	5.0
11	C[C@H](CO)N1C[C@H](C)[C@@H](CN(C)C(=O)Nc2ccccc2)Oc2ccc(NC(=O)NC3CCCCC3)cc2C1=O	-4.2	1.8	-2.8	0.6	-2.1	7.1	0.7	0.8
12	CC(=O)N1N=C(c2ccc3nccnc3c2)CC1c1ccccc1 (centres undefined)	-0.2	4.8	7.8	-0.8	-0.4	6.0	-17.9	-4.6
13	CC(C)(C)NC(=O)c1cnn(-c2ccccc2)c1NC(=O)c1ccccc1	-3.0	-2.1	-10.7	-2.8	0.1	3.6	-5.5	-4.7
14	CCS(=O)(=O)Nc1ccc(C2=NN(S(C)(=O)=O)C(c3cccs3)C2)cc1 (centres undefined)	-4.7	-0.3	-32.8	-1.1	1.8	-5.9	8.4	-5.0
15	CC(=O)N1CCN(S(=O)(=O)c2cccc(C(=O)Nc3nc4c(s3)CCCC4)c2)CC1	-5.5	-2.4	12.1	-0.5	0.5	1.4	19.0	2.2
16	COC(=O)c1ccc(CSc2nnc(Nc3cccc(OC)c3)s2)o1	-9.5	-5.1	3.2	-3.0	3.2	1.7	1.5	0.5
17	COc1cc(CN2CCSCC2)c([N+](=O)[O-])cc1OC	-6.3	-5.6	22.1	-0.9	-0.2	-9.9	-6.6	-12.3
18	CC(C)NC(=O)N(O)C1N(C(C)C)C(=O)N(Cc2ccc3c(c2)OCO3)C1(C)C (centres undefined)	-1.7	5.7	-2.1	2.5	1.4	-2.7	4.6	-6.9
19	C/C(=N\NC(=S)NC1CCCCC1)c1cccc(C(F)(F)F)c1	-3.8	-4.2	-10.6	-8.6	5.9	4.4	21.0	11.8
20	COCOc1ccc(C2CC(=O)c3c(OCOC)cc(OCOC)cc3O2)cc1 (centres undefined)	-4.8	2.2	1.8	-1.8	-1.6	12.8	6.4	-1.9
21	O=c1[nH]c(CSc2nc3ccccc3[nH]2)nc2c1cnn2-c1ccccc1	-0.5	1.7	·	-11.0	3.7	5.8	-5.5	-3.0
22	O=C1S/C(=C\c2ccc(O)c([N+](=O)[O-])c2)C(=O)N1Cc1cccc([N+](=O)[O-])c1	-3.9	-0.5	5.0	3.5	99.8*	6.7	37.1	18.4
23	CCOc1ccc(Nc2nc(Cc3nnc(SCC(=O)N(CC)CC)n3C)cs2)cc1	0.1	1.0	11.6	-1.8	0.5	2.5	5.4	-0.7
24	Cc1ccc(-c2nc3ccccn3c2Nc2ccccc2)o1	-6.1	-3.9	-1.4	-5.8	0.4	-12.2	7.2	-10.9
25	O=C(Nc1nc2c(s1)CN(Cc1ccccc1)CC2)C1CCC1	-2.3	2.4	-5.7	-2.1	1.2	-4.2	-1.8	1.3
26	N#CCc1ccc(OC(=O)Nc2ccccc2)cc1	-9.1	-4.3	23.7	-12.8	0.7	-2.8	2.3	1.3
27	CCCN(C(=O)c1ccc([N+](=O)[O-])c(C)c1)c1c(N)n(Cc2ccccc2)c(=O)[nH]c1=O	1.7	0.5	-1.8	1.2	-0.1	4.5	7.0	7.8
28	CC(C)c1ccc(NC2CCCN(C(=O)CN3CCOC3=O)C2)cc1 (centres undefined)	-4.7	-2.7	7.1	-0.3	-2.5	1.6	9.2	-12.2
29	CCNC(=S)NN=C1c2ccccc2-c2ccccc21	-17.7	0.3	12.3	-3.7	3.7	19.2	27.4	27.1
30	COc1ccc(N2CCN(CC(=O)N3N=CCC3c3ccccc3)CC2)cc1 (centres undefined)	-4.7	-0.2	-2.7	-0.1	0.0	-2.0	-3.6	-11.7
31	COc1cc(NC(=O)c2ccc(Cl)cc2Cl)ccc1NC(=O)c1cccs1	-1.0	1.4	-19.7	-1.4	1.6	0.9	5.1	-2.5
32	CCC(=O)N(Cc1cc2ccccc2[nH]c1=O)C(C)C	-4.4	-0.4	1.3	1.1	0.5	-2.2	-0.8	0.4
33	CC(C(=O)N1CCCC1)c1ccc([N+](=O)[O-])cc1 (centres undefined)	-3.8	-0.8	-1.0	-2.4	1.6	-0.5	-5.9	-1.1
34	CCOC(=O)C1CCCN(C/C(O)=C(\C#N)c2nc(-c3ccccc3)cs2)C1 (centres undefined)	-1.3	0.8	-5.4	-2.7	1.2	3.7	2.5	0.5
35	COC(=O)c1cc2occc2n1CC(=O)Nc1cc(OC)cc(OC)c1	-3.4	-1.3	-2.7	11.3*	0.3	5.0	-6.3	6.1
36	O=C(CN1CCN(c2ccccc2)CC1)N1CCc2[nH]c3ccccc3c2C1	-5.7	-4.9	-4.0	-3.9	-1.2	6.7	10.6	-3.1
37	O=C1Nc2ccc(F)cc2C12Nc1ccccc1-c1nnc(SCc3ccccc3Cl)nc1O2 (centres undefined)	-7.5	-3.1	-11.1	-3.7	0.1	19.3	40.2	22.0
38	CC(C)n1c(Nc2ccccc2)nc2ccccc21	-5.4	-1.6	-1.8	1.9	-3.5	4.6	2.9	-7.1
39	Cc1ccc2cc(CN(CC(C)C)C(=O)C3CCCO3)c(=O)[nH]c2c1 (centres undefined)	-1.3	0.8	-1.6	2.0	2.7	-8.9	0.1	6.2
40	O=[N+]([O-])c1ccccc1CN1CCN(Cc2ccccn2)CC1	-0.4	1.2	3.5	-1.0	-0.2	-17.9	9.3	5.8

An excerpt from above in order of number of heavy atoms, highest first.
nr	SMILES	A3G deaminase	APOBEC3A inh	Gli-Sufu block	GRIN3A LBD mod	MPTP inh	EBI2 antag	CCR6 antagonist	CXCR6 block
37	O=C1Nc2ccc(F)cc2C12Nc1ccccc1-c1nnc(SCc3ccccc3Cl)nc1O2 (centres undefined)	-7.5	-3.1	-11.1	-3.7	0.1	19.3	40.2	22.0
27	CCCN(C(=O)c1ccc([N+](=O)[O-])c(C)c1)c1c(N)n(Cc2ccccc2)c(=O)[nH]c1=O	1.7	0.5	-1.8	1.2	-0.1	4.5	7.0	7.8
30	COc1ccc(N2CCN(CC(=O)N3N=CCC3c3ccccc3)CC2)cc1 (centres undefined)	-4.7	-0.2	-2.7	-0.1	0.0	-2.0	-3.6	-11.7
31	COc1cc(NC(=O)c2ccc(Cl)cc2Cl)ccc1NC(=O)c1cccs1	-1.0	1.4	-19.7	-1.4	1.6	0.9	5.1	-2.5
35	COC(=O)c1cc2occc2n1CC(=O)Nc1cc(OC)cc(OC)c1	-3.4	-1.3	-2.7	11.3*	0.3	5.0	-6.3	6.1
39	Cc1ccc2cc(CN(CC(C)C)C(=O)C3CCCO3)c(=O)[nH]c2c1 (centres undefined)	-1.3	0.8	-1.6	2.0	2.7	-8.9	0.1	6.2
40	O=[N+]([O-])c1ccccc1CN1CCN(Cc2ccccn2)CC1	-0.4	1.2	3.5	-1.0	-0.2	-17.9	9.3	5.8
32	CCC(=O)N(Cc1cc2ccccc2[nH]c1=O)C(C)C	-4.4	-0.4	1.3	1.1	0.5	-2.2	-0.8	0.4
38	CC(C)n1c(Nc2ccccc2)nc2ccccc21	-5.4	-1.6	-1.8	1.9	-3.5	4.6	2.9	-7.1
33	CC(C(=O)N1CCCC1)c1ccc([N+](=O)[O-])cc1 (centres undefined)	-3.8	-0.8	-1.0	-2.4	1.6	-0.5	-5.9	-1.1

The listing continues:
nr	SMILES	A3G deaminase	APOBEC3A inh	Gli-Sufu block	GRIN3A LBD mod	MPTP inh	EBI2 antag	CCR6 antagonist	CXCR6 block
41	COc1cccc(CNC(=O)CNC(=S)N(Cc2ccccc2)Cc2ccccc2F)c1	·	·	2.8	-9.0	1.4	16.2	8.9	-10.5
42	CC1CN(CC(O)COC(c2ccccc2)c2ccccc2)CC(C)O1 (centres undefined)	-5.4	-1.4	3.2	-0.8	-0.5	-20.3	-0.3	-1.4
43	COc1cc2c(cc1OC)C(C(=O)O)C(c1cc(Br)c(O)c(OC)c1)N(C)C2=O (centres undefined)	-1.4	0.2	2.4	-4.1	-0.3	-9.4	-11.8	-13.7
44	Cc1nc2nc(N)nn2c(C)c1C/C=C/c1ccccc1	-2.3	0.4	1.5	0.2	-0.3	-2.7	0.0	-1.1
45	CCCCn1c(N)c(N(CCOC)C(=O)CSc2nc3ccc(C)cc3[nH]2)c(=O)[nH]c1=O	-3.3	-0.1	2.2	4.3	-0.4	1.7	0.7	1.0
46	CCN1C(=O)[C@@H]2[C@@H](c3ccc(-c4ccc(C(C)=O)cc4)c(OC)c3)N3CCCC[C@@]3(C(=O)OC)[C@@H]2C1=O	-11.3	-1.6	5.6	-2.9	-0.3	5.5	12.7	-2.9
47	C[C@H](NC(=O)OCc1ccccc1)c1nnc([C@H](C)NC(=O)OCc2ccccc2)o1	-2.5	-0.2	0.7	0.9	-3.2	-0.3	5.6	1.1
48	Cc1cc(S(=O)(=O)N2CCOCC2)ccc1OCC(=O)Nc1cccc(C(F)(F)F)c1	-8.0	-1.8	-8.3	3.1	-0.9	4.3	-4.7	9.4
49	O=C(Cn1c(=O)oc2ccccc21)NCCc1ccccc1	-6.5	-2.9	44.1	-0.7	0.3	-11.4	1.1	-7.2
50	O=C(Nc1cccc(-c2nc3ccccc3c(=O)o2)c1)c1ccccc1	2.3	0.9	-4.3	-6.4	-0.9	8.1	-0.3	-6.4
51	Nc1c(C=C2C=CC(=O)C=C2)c(=O)nc2sc(CC(=O)N3CCCCC3)nn12	6.7	8.8	-4.4	-0.1	-1.0	8.8	2.4	12.0
52	COc1ccc(NC(=O)c2ccc(C)cc2Cl)c([N+](=O)[O-])c1	-2.7	-0.8	-45.1	11.3*	-2.0	-0.5	3.0	-2.9
53	Oc1ccc(Cl)cc1CNCc1ccc(F)cc1	-4.2	1.7	-5.7	-0.5	1.2	-18.1	-6.0	-12.7
54	O=C(CNS(=O)(=O)c1ccc(Br)s1)NCc1ccc(F)cc1	-0.5	5.4	-21.1	-0.7	0.6	5.3	4.6	3.7

High-throughput results (PubChem)
